Assay outcomes (PubChem)
PMI inhibitors = inhibitors of human PMI, primary screen, biochemical, fluorescence intensity, coupled assay (AID 1209); purified PMI enzyme, coupled fluorescence intensity; higher % means a stronger effect; inhibition, % at 20 µM; hits with a dose series show IC50 in µM; 190,000 compounds, 0.42% hits;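 also: plate controls were DMSO vehicle for no effect and wells lacking substrate for full effect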
T cell HTS = T cell immune modulation candidate; 2C CD8+ T cell-vesicle binding, flow cytometry; stronger effect = lower value; calls only at 7 µM; 330,000 compounds, 0.068% hits; AID 2052;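 active = response, share of CD8 T cells binding vesicles, and their 90th percentile fluorescence all below set limits, cut at about 80% in these data, passing the limit was not always enough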
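System: murine 2C transgenic CD8+ T lymphocytes; also added: QL9-loaded Drosophila micro-vesicles; times: binding 1.5 h at 37 °C; measured by: flow cytometry, PE anti-B7-1 (FL2) versus Alexa647 anti-CD8 (FL8), PFA-fixed; control set: Peptide-free naked vesicles (low) and QL9 vesicles with 0.7% DMSO vehicle (high)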
P. falciparum M17LAP = P. falciparum M17LAP inhibitors, primary screen, biochemical, fluorogenic H-Leu-NHMec substrate, 1536-well (AID 1619). recombinant M17LAP, H-Leu-NHMec fluorogenic kinetic assay; higher % means a stronger effect. inhibition, % at 30 µM, or IC50 in µM where a hit was titrated. 220,000 compounds, 0.38% hits;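 active = compound inhibiting the enzyme by more than half at any dose during confirmatory dose-response retesting; inconclusive = strong single-dose inhibitors picked by rank but not retested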;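 also: plate controls were full reaction with DMSO carrier for no effect and no enzyme background for full effect; strong numbers were not always called active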
P. falciparum M1AAP = P. falciparum M1AAP inhibitors, biochemical, fluorogenic H-Leu-NHMec substrate, 1536-well (AID 1445). recombinant M1AAP, H-Leu-NHMec fluorogenic kinetic assay; higher % means a stronger effect. inhibition, % at 30 µM, or IC50 in µM where a hit was titrated. 220,000 compounds, 0.42% hits;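 active = primary inhibition above the hit cutoff, then over 50% inhibition at one or more dose response concentrations, cut at about 23% in these data, passing the limit was not always enough; inconclusive = conflicting primary data, or primary hits not chosen for dose response; inactive = low primary inhibition, or under 50% at every dose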;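 also: plate controls were DMSO full reaction for no effect and no enzyme background for full effect; strong numbers were not always called active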
UTI89 phage lysis = protection from phage-mediated lysis, alamar blue read-out – E. coli UTI89, K1F phage, bacterial capsule biogenesis inhibitors (AID 488966); E. coli UTI89 K1F phage lysis, alamar blue, 2 h; higher % means a stronger effect; inhibition, % at 100 µM; hits with a dose series show IC50 in µM; 340,000 compounds, 0.02% hits;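 active = phage lysis inhibition, versus mean bacterial control, above a set limit; inconclusive = no clear call, values can overlap the other calls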;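 also: capsule biogenesis inhibitors block K1F phage lysis so surviving cells raise fluorescence; higher fluorescence means more inhibition of phage lysis; actives were called in the ten point dose series up to 300 µM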
TNAP activation fold = human TNAP enzyme activators, primary screen, biochemical, luminescent, no phosphate acceptor, uHTS (AID 1001); purified TNAP, luminescent activation assay, no phosphate acceptor; higher activation fold means a stronger effect; activation fold at 20 µM; hits with a dose series show EC50 in µM; 200,000 compounds, 0.03% hits; in the data active = activation fold from about 3, or a potency from the dose series; inactive = the rest, 99 in 100 with activation fold below about 1.6; also: many of its hits are not listed in these tables
West Nile antiviral = inhibition of WNV-induced cytopathic effect – cell-based, CPE readout (AID 1621); West Nile virus-infected cells, CPE inhibition; higher % means a stronger effect; one-dose CPE inhibition, % at 10 µM; IC50 in µM for titrated hits; 290,000 compounds, 0.02% hits; in the data active = a potency from the dose series; inconclusive = CPE inhibition mostly from about 3.7% at the one dose, without a potency; inactive = the rest, 99 in 100 with CPE inhibition below about 2.2%; also: strong numbers were not always called active
PMI inhibition = MPI inhibition at elevated mannose 6-phosphate – biochemical, fluorescence intensity, high mannose 6-phosphate, primary screen (AID 1220); inhibition, % at 20 µM, or IC50 in µM where a hit was titrated; 190,000 compounds, 0.66% hits; recombinant PMI enzyme, coupled fluorescence intensity; higher % means a stronger effect
RSV CPE inhibition = inhibition of RSV-induced cytopathic effect – HEp-2 cells, primary 10 µM value included (AID 2391). HEp-2 cells, RSV-induced CPE inhibition; higher % means a stronger effect. CPE inhibition, % at 10 µM, or IC50 in µM where a hit was titrated. 310,000 compounds, 0.13% hits; in the data active = a potency from the dose series; inconclusive = CPE inhibition mostly from about 23% at the one dose, without a potency; inactive = the rest, 99 in 100 with CPE inhibition below about 21%; also: strong numbers were not always called active
T cell HTS vesicle-bound % = further read-out of T cell HTS, marked with its call; double positive events, %; measured here: CD8+ vesicle-bound cell fraction;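 binding gate set so that unloaded-vesicle control wells show 10% double positive cells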
* marks the source's active call; other numbers are inactive results; i = inactive; ? = inconclusive; . = not tested or not shown; [ ] = dose if it differs, or a comment. Rule as the data show it, unless noted: active = inhibition above about 50%; inactive = the rest.

Value order – TNAP activation fold | PMI inhibitors | P. falciparum M17LAP | PMI inhibition | West Nile antiviral | RSV CPE inhibition | T cell HTS vesicle-bound % | T cell HTS | P. falciparum M1AAP | UTI89 phage lysis
#1 COc1ccc([N+](=O)[O-])cc1/C=N/NC(=O)Cc1ccccc1
    1 | -3% | 15% | -16% | -0.5% | 2.5% | 57 | i | 11% | -0.2%
#2 COc1ccc(N(CC(=O)N2CCOCC2)S(C)(=O)=O)cc1
    . | . | . | . | 0.3% | 0.2% | 58 | i | . | 0.3%
#3 CCOc1ccccc1-n1c(SCC(=O)Nc2ccc(CC)cc2)nc2n[nH]c(C)c2c1=N
    1.2 | 3% | 7% | -1% | ? | 52% | 3 | i | 4% | .
#4 CC1=NNC(=O)C1C(c1cccc(O)c1)C(C#N)C#N (stereo not drawn)
    . | . | -5% | . | 0.3% | 1.4% | 8 | i | -2% | 0.4%
#5 CCN(Cc1ccccc1)Cc1nc(CCc2ccccc2)no1
    1 | 10% | -1% | 1% | -0.7% | 1.3% | 34 | i | 9% | -0.1%[50 µM]
#6 CC1=C(C(=O)NCCN2CCOCC2)C2(CCC(C)CC2)OC1=O (stereo not drawn)
    1.1 | 15% | -3% | 15% | -0.2% | 0.3% | 36 | i | -3% | 0.4%
#7 COc1ccccc1/C=C(\NC(=O)c1cccc(C)c1)C(=O)Nc1ccccn1
    . | . | . | . | 0.2% | 1.2% | 13 | i | . | -0.7%[50 µM]
#8 O=C(COc1ccc2ccc(=O)oc2c1)Nc1cccnc1
    . | . | . | . | -0.4% | 6.1% | 43 | i | . | 0.1%
#9 COc1ccc(-c2cc(=O)oc3cc(OCC(=O)N[C@@H](Cc4c[nH]c5ccccc45)C(=O)O)ccc23)cc1
    . | . | . | . | -0.2% | 1.2% | 47 | i | . | 4.6%
#10 Cc1cccc(NC(=S)NNC(=O)c2csc(C)c2)c1
    2.5 | -4% | -12% | -4% | 0.6% | 0.5% | 53 | i | -13% | 3.6%
#11 Cn1cccc1/C=C1\CCc2ccccc2C1=O
    1 | 36% | 6% | . | -0.3% | 1.6% | 22 | i | 0% | -0.1%
#12 O=C(c1cc(-c2cccnc2)nc2ccccc12)N1CCCc2ccccc21
    1 | 7% | 26% | 10% | 0.0% | 3.8% | 57 | i | 1% | -0.1%
#13 CCOC(=O)c1nc(-c2ccc(OC)c(OC)c2)no1
    1.1 | 5% | -1% | 6% | 0.2% | 0.0% | 33 | i | -3% | 0.2%
#14 CC(NS(=O)(=O)c1ccc2c(c1)OCCCO2)C(=O)O (stereo not drawn)
    1.1 | -14% | -3% | -18% | 0.1% | 1.0% | 45 | i | 1% | 4.0%
#15 Cn1cccc1CC(=O)N/N=C\c1c2ccccc2cc2ccccc12
    1 | -15% | 21% | 3% | -0.6% | 8.6% | 19 | i | 22% | 0.6%
#16 COc1ccc(CCNC(=O)Cn2cnc3scc(-c4ccccc4)c3c2=O)cc1OC
    1.1 | 12% | 4% | 6% | 0.0% | 1.7% | 34 | i | 7% | 0.1%
#17 CC(NC(=O)C(=O)Nc1nccs1)c1ccccc1 (stereo not drawn)
    . | . | 13% | . | 0.5% | -1.9% | 35 | i | 10% | -1.0%
#18 O=C(O)c1ccc(/C=N/Nc2ccc(F)cc2F)cc1
    1.1 | -35% | 99µM* | -26% | 0.3% | 8.7% | 38 | i | 19% | -0.2%
#19 Cc1ccc(-c2c3c(=O)n(C)c(=O)n(C)c3cn2Cc2cccnc2)cc1
    0.9 | -55% | 5% | -36% | 0.1% | -0.5% | 48 | i | 14% | 0.6%
#20 Cn1cc([N+](=O)[O-])c(C(=O)Nc2ccc3nc(-c4ccccc4)[nH]c3c2)n1
    1 | 5% | 1% | 9% | 2.2% | 0.8% | 19 | i | 9% | -2.2%[50 µM]
#21 Nn1c(SCC(=O)NC2CCCCC2)nnc1-c1ccccc1
    1.1 | 2% | 4% | -1% | 0.0% | 2.5% | 42 | i | 4% | 3.9%
#22 COc1ccc(C/C(O)=C(\C#N)c2nc3ccccc3s2)cc1
    1.1 | 9% | 16% | 2% | 0.9% | 0.5% | 16 | i | 10% | 2.7%
#23 Cc1ccc(Nc2cc(C)nc3nc(C)nn23)cc1
    1.1 | -3% | 10% | 3% | . | 1.6% | 68 | i | 3% | 2.2%
#24 COc1ccc(Br)cc1CN1CCN(C(=O)c2ccco2)CC1
    . | . | . | . | -0.2% | 0.7% | 18 | i | . | 0.2%
#25 CCC(C)(C)n1nnnc1C(c1cccc(C#N)c1)N1CCN(c2cccc(C)c2C)CC1 (stereo not drawn)
    1.1 | 0% | -3% | 4% | 0.7% | 4.4% | 8 | i | 3% | 1.7%
#26 Cc1cc(C)c2cc(C(=O)Nc3ccc4c(c3)OCO4)[nH]c2c1
    . | . | 9% | . | 0.3% | 2.4% | 36 | i | 9% | .
#27 CC1CC(=O)Nc2cc([N+](=O)[O-])ccc2N1 (stereo not drawn)
    . | . | -1% | . | 0.0% | 1.1% | 16 | i | 3% | -0.2%
#28 COc1cccc(NC(=O)CCC2CCN(C(=O)c3cncs3)CC2)c1
    . | . | . | . | -0.4% | 3.0% | 34 | i | . | 0.0%
#29 O=c1c2ccccc2nnn1CSc1nc2sc3c(c2c(=O)n1CC1CCCO1)CCC3 (stereo not drawn)
    1.1 | 10% | -4% | 12% | 0.4% | 11% | 16 | i | -4% | 0.7%
#30 CC1(C)C/C(=N\O)C(C(O)c2cccc([N+](=O)[O-])c2)C(C)(C)N1 (stereo not drawn)
    . | . | 9% | . | 0.6% | 0.4% | 7 | i | 0% | 1.4%
#31 CCCN(C(=O)CSc1nnnn1C)c1c(N)n(Cc2ccccc2)c(=O)[nH]c1=O
    1 | 5% | 14% | 8% | 0.5% | 1.6% | 41 | i | 7% | 0.6%
#32 COc1ccc2c(c1)sc(N)[n+]2Cc1cc(C)cc2cccnc12
    1.1 | 10% | 4% | 4% | -1.9% | 20% | 34 | i | -3% | 0.3%
#33 Cc1cc(C(=O)NC(Cc2ccccc2)C(=O)O)c(C)o1 (stereo not drawn)
    . | . | -7% | . | 0.5% | 2.9% | 34 | i | 0% | 0.5%
#34 COc1cc(NC(=O)c2cc(Cl)ccc2Cl)ccc1-c1cc2ccccc2oc1=O
    1.1 | 1% | -4% | 1% | 1.7% | 2.1% | 12 | i | 4% | -1.7%
#35 CC1CCCN(CCOCCOc2ccccc2-c2ccccc2)C1 (stereo not drawn)
    1 | -9% | -12% | -16% | -1.1% | -1.4% | 49 | i | -2% | 3.9%
#36 Cc1cc(C(F)(F)F)c2sc(N)nc2n1
    1.1 | -2% | -4% | 10% | 0.1% | 7.0% | 52 | i | 3% | 0.3%
#37 CCCCC(=O)NC(=S)Nc1ccc(NC(=O)C(C)C)c(OC)c1
    1.1 | -9% | -9% | -3% | -0.8% | 2.2% | 40 | i | 7% | 0.2%
#38 Cc1cccc(NC(=O)CSc2nnc(C)c(C)n2)c1
    . | . | . | . | 0.2% | 0.7% | 0 | i | . | 0.0%
#39 Cc1ccc(C)c(Oc2coc3cc(O)ccc3c2=O)c1
    . | . | . | . | 0.5% | ? | 62 | i | . | -0.3%
#40 CCC(C)(CC(=O)Nc1nccs1)c1ccccc1 (stereo not drawn)
    . | . | . | . | -1.1% | -0.1% | 46 | i | . | -0.1%
#41 CC(=O)c1cccc(NC(=O)c2cc(-c3ccco3)nc3ccccc23)c1
    . | . | . | . | -0.1% | 2.4% | 13 | i | . | 0.1%
#42 Cc1cccnc1NC(=S)NC(=O)/C=C/c1ccccc1
    1.1 | 4% | 4% | 2% | 0.1% | 1.9% | 60 | i | 9% | 0.8%
#43 O=C(CCC(=O)N1CCN(S(=O)(=O)c2ccc(Cl)cc2)CC1)Nc1ccc(Cl)cc1Cl
    1.1 | 7% | 8% | 6% | -1.7% | 9.6% | 52 | i | 3% | 0.1%
#44 COc1ccc(-c2nc(N/N=C(\C)c3ccc(O)cc3)c3ccccc3n2)cc1
    . | . | 3% | . | 1.0% | ? | 30 | i | -1% | 0.0%
#45 Cn1cc(CNC(=O)/C=C/c2ccc(Cl)cc2)cn1
    1 | 9% | -5% | 2% | -0.6% | 0.8% | 52 | i | 5% | 1.3%[50 µM]
#46 CC(NC(=O)c1ccccc1Cl)C1COc2ccccc2O1 (stereo not drawn)
    1.1 | 7% | 10% | 9% | -0.6% | 3.9% | 33 | i | 10% | 2.4%
#47 Cn1c(O)c(N=NC(=S)Nc2ccccc2F)c2cc(S(=O)(=O)N3CCOCC3)ccc21
    0.8 | 1% | 2% | 6% | -0.8% | . | . | . | 17% | -0.1%
#48 COc1ccc(C=NCCCN2CCOCC2)cc1
    1.1 | 1% | 9% | 0% | 0.3% | -0.5% | 50 | i | 0% | 0.7%
#49 O=C(CCCn1c(=O)[nH]c2cc(Cl)ccc2c1=O)N1CCN(c2ccc([N+](=O)[O-])cc2)CC1
    1.1 | 14% | 16% | 3% | 1.2% | . | . | . | 7% | 0.9%
#50 Cc1cc(C)n(-c2nc3ccccc3nc2N2CCCC2)n1
    1.1 | 8% | 9% | 9% | -0.9% | 0.6% | 5 | i | 8% | 6.1%

A draw from above in order of count of non-hydrogen atoms, rising:
Value order – TNAP activation fold | PMI inhibitors | P. falciparum M17LAP | PMI inhibition | West Nile antiviral | RSV CPE inhibition | T cell HTS vesicle-bound % | T cell HTS | P. falciparum M1AAP | UTI89 phage lysis
#48 COc1ccc(C=NCCCN2CCOCC2)cc1
    1.1 | 1% | 9% | 0% | 0.3% | -0.5% | 50 | i | 0% | 0.7%
#14 CC(NS(=O)(=O)c1ccc2c(c1)OCCCO2)C(=O)O (stereo not drawn)
    1.1 | -14% | -3% | -18% | 0.1% | 1.0% | 45 | i | 1% | 4.0%
#35 CC1CCCN(CCOCCOc2ccccc2-c2ccccc2)C1 (stereo not drawn)
    1 | -9% | -12% | -16% | -1.1% | -1.4% | 49 | i | -2% | 3.9%
#15 Cn1cccc1CC(=O)N/N=C\c1c2ccccc2cc2ccccc12
    1 | -15% | 21% | 3% | -0.6% | 8.6% | 19 | i | 22% | 0.6%
#44 COc1ccc(-c2nc(N/N=C(\C)c3ccc(O)cc3)c3ccccc3n2)cc1
    . | . | 3% | . | 1.0% | ? | 30 | i | -1% | 0.0%
